# Rab9 promoter act – activators of Rab9 promoter | Huh7 Rab9 promoter-luciferase reporter, luminescence, 24 h | Potency, µM (series often up to 9.22 µM), without a hit: top-dose activation, negative = inhibition, most hits filed as activators | actives 2.8% (n = 320,000); further: potency means the concentration at half of the fitted maximal effect; % of control where 0% means no effect; nearly all actives have a fitted effect of over 60% in size
#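 Luminescence read-out: Huh7 cells stably expressing Rab9-luciferase, treated 24 h with compound at 37 °C, then lysed with luciferase reagent for 10 min at ambient before reading.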
# Giardia killer – Giardia lamblia killing | Giardia lamblia trophozoite viability | activity change, % at 7.66 µM, hits read low | AID 540267 | actives 0.15% (n = 340,000); in the data active means activity change below about -80%; inconclusive means between about -30% and that limit;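 further: parasites exposed to compound for two days anaerobically before the ATP read; on the % scale 0 is the no-effect control and ±100 the full control effect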
#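 Luminescence from cellular ATP indicates surviving trophozoites (100 cells/well) following 48 hrs anaerobic compound treatment at 37 deg C; signal develops 15-30 min at room temperature.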
# PKM2 act – increases activity of human pyruvate kinase M2 | actives 0.34% (n = 260,000) | purified PKM2, Kinase-Glo ATP luminescence, activation; response scale: 0% is enzyme alone, no compound | P14618 | Potency, µM (titrated, usually from 57.5 µM), for inactives: top-dose activation, actives largely listed as activators; further: potency means the concentration at half of the fitted maximal effect; on the % scale 0 is the no-effect control and ±100 the full control effect; nearly all actives have a fitted effect of over 55% in size
# Target sequence (P14618 whole entry, looked up): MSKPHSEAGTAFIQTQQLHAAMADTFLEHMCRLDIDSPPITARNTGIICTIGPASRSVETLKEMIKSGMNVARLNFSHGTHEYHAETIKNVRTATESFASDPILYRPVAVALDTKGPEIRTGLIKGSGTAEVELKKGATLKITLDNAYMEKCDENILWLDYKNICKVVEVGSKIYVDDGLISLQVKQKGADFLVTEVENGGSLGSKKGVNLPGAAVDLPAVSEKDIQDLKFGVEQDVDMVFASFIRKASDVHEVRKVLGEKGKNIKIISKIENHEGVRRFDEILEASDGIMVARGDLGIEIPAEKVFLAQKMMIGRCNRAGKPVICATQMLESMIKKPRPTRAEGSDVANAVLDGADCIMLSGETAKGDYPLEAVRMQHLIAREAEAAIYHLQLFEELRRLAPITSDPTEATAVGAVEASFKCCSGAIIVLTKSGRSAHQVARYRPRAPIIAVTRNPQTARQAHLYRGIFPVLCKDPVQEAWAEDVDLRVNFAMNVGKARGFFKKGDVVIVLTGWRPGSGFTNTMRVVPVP
#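 hPK-M2, >95% pure; 0.1 mM ADP / 0.5 mM PEP final; imidazole pH7.2 buffer w/ 7 mM MgCl2, 50 mM KCl; 1 h RT; Kinase-Glo lum. Intermediate enzyme activity for dual inhibitor/activator qHTS.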
# p53 reactivation – restores transcriptional activity of mutant p53. actives 0.063% (n = 320,000). Potency, µM (doses to about 92.2 µM), for the others: top-dose activity change, positive = activation, hits mostly activators. H1299 p53-A138V BP100-luciferase reporter, luminescence, 24 h; further: potency means the concentration at half of the fitted maximal effect; % of control where 0% means no effect; nearly all actives have a fitted effect of over 45% in size
#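 p53-null H1299 cells stably carrying temperature-sensitive p53-A138V and a BP100-luciferase reporter were pinned with compounds (4-point, 1:5 series) and held 24 hrs at 37 deg C. Luminescence was read 10 min after detection reagent.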
# FLuc counter – firefly luciferase modulation, counter-screen for miR-21 project. purified FLuc, Km substrates, luminescence inhibition. Potency, µM (highest dose often 57.5 µM), for the others: at the top dose activity change, negative = inhibition, usual class: inhibitors. actives 6.9% (n = 360,000). AID 588342;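 further: potency means the concentration at half of the fitted maximal effect; plate controls were vehicle for no effect and reference inhibitor for full effect; nearly all actives have a fitted effect of over 55% in size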
#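 Purified P. pyralis luciferase (10nM final) with 10uM D-luciferin and 10uM ATP (Km levels) in 50mM Tris acetate pH 7.5, 10mM Mg acetate, 0.01% Tween-20, 0.05% BSA; qHTS 6-point titration, ~60 µM downward; luminescence read.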
# BRCA1 expr act – BRCA1 expression activation | MCF7-BRCA1-FFLuc reporter, luminescence, 48 h; response scale: scaled: vehicle 0%, 10 µM genistein 100% | Potency, µM (top dose mostly 46.1 µM), for the others: at the top dose activation, most hits filed as activators | actives 1.1% (n = 380,000); further: potency means the concentration at half of the fitted maximal effect; nearly all actives have a fitted effect of over 80% in size; some results filed as inactive show a strong effect at the top dose
#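 Luminescence from a BRCA1-driven firefly luciferase in MCF7 cells was the read-out, taken 15 min after substrate addition following 48 h compound exposure at 37 °C. Data were normalized to a 10 microM genistein control and DMSO vehicle.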
# Menin MLL FP TR – menin-MLL binding inhibition, Texas Red mutant peptide | O00255 | Menin + Texas Red MLL mutant peptide, fluorescence polarization | Potency, µM (highest dose often 61.6 µM), for the others: at the top dose FP activity change, negative = inhibition, hits mostly inhibitors | actives 0.23% (n = 270,000) | AID 1768; active means well fitted inhibition curve with a large enough effect in the polarisation, with a control signal flat, not every such curve was filed as active; inconclusive means small, poorly fitted or top-dose-only effect, or effect the other way, or a change in a side signal; inactive means no such curve, though single readings can be large or run the other way; the % refers to the polarisation; further: potency means the concentration at half of the fitted maximal effect; % of control where 0% means no effect; many of its hits are not listed in these tables
# Target sequence (O00255 whole entry, looked up): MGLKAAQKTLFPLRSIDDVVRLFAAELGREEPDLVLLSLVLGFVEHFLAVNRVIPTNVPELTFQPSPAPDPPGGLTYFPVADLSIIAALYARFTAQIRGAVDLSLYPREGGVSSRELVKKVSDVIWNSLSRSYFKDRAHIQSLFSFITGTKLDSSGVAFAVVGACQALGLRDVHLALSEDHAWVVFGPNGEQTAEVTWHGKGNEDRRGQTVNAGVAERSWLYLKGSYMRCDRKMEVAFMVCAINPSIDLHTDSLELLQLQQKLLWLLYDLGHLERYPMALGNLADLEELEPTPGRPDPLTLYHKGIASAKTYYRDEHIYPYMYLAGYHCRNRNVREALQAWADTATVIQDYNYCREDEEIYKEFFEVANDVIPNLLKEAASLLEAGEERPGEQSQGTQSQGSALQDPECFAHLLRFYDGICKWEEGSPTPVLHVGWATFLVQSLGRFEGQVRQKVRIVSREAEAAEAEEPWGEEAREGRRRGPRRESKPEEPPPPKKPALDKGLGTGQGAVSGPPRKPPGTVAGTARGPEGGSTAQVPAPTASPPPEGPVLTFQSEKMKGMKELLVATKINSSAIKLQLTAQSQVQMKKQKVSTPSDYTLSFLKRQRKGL
# Gal4-VP16 FLuc – Gal4-VP16 reporter inhibition counter-screen. Drosophila S2 Gal4-VP16 UAS-luciferase, luminescence, 20 h. Potency, µM (top dose mostly 53.6 µM), for inactives: at the highest dose activity, negative = inhibition, usual class: inhibitors. actives 3.5% (n = 310,000). AID 2546;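 further: Gal4-VP16 expression switched on by copper sulfate through the metallothionein promoter; potency means the concentration at half of the fitted maximal effect; on the % scale 0 is the no-effect control and ±100 the full control effect; nearly all actives have a fitted effect of over 50% in size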
# NPC1 promoter act – activates the NPC1 promoter; actives 2.4% (n = 320,000); Huh7 NPC1 promoter luciferase reporter, 24 h; AID 485313; Potency, µM (top dose mostly 9.22 µM), for inactives: top-dose activation, most hits filed as activators;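 further: potency means the concentration at half of the fitted maximal effect; % of control where 0% means no effect; nearly all actives have a fitted effect of over 60% in size; reporter is driven by a mutant NPC1 promoter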
#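 Compounds in DMSO were transferred onto Huh7 NPC1-luciferase reporter cells pre-incubated 2 h; after 24 h at 37 °C, Amplite reagent was dispensed and luminescence recorded 10 min later.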
# RORgamma inh – blocks mouse ROR gamma transcriptional activity; actives 5.4% (n = 310,000); Drosophila S2 Gal4-RORgamma UAS-luciferase reporter, 20 h; Potency, µM (doses to about 53.6 µM), without a hit: at the highest dose activity change, negative = inhibition, most hits filed as inhibitors; P51450; further: potency means the concentration at half of the fitted maximal effect; on the % scale 0 is the no-effect control and ±100 the full control effect; nearly all actives have a fitted effect of over 60% in size
#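 A Gal4/UAS one-hybrid system in insect cells: metallothionein-promoter Gal4–ROR gamma fusion plus Photinus luciferase reporter. Copper sulfate 700 uM final, 20 hr ambient incubation, luminescent detection after 10 min with reagent.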
# ELG1 genotoxic – inducers of genotoxicity in HEK293T ELG1-luciferase cells; HEK293T ELG1-luciferase reporter, luminescence, 16 h; Potency, µM (series often up to 46 µM), for the others: top-dose activity change, positive = activation, actives largely listed as activators; actives 1.3% (n = 330,000); AID 504466; further: potency means the concentration at half of the fitted maximal effect; % of control where 0% means no effect; nearly all actives have a fitted effect of over 60% in size
#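 16 hr compound incubation (37 °C, 5% CO2) of HEK293T cells carrying luciferase-tagged ELG1; luciferase then measured by ONE-Glo luminescence after 30 min at RT.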
# * = called active by the depositor; ? = inconclusive; . = no result given; [ ] = another dose, or the depositor's remark. Unless noted, the call rests on the fitted dose curve; in most records, active means well fitted curve in the direction sought with a large enough effect; inconclusive means small, poorly fitted or top-dose-only effect, or another doubt; inactive means no such curve, though single readings can be large; an effect the other way counts as inactive or inconclusive. The list is partial; rates above refer to the full screens.
SMILES,Rab9 promoter act,Giardia killer,PKM2 act,p53 reactivation,FLuc counter,BRCA1 expr act,Menin MLL FP TR,Gal4-VP16 FLuc,NPC1 promoter act,RORgamma inh,ELG1 genotoxic
COc1ccccc1N1CCN(c2ccc(Cl)nn2)CC1,-1.0%,-11.6,0.1%,-2.1%,-2.6%,6.6%,1.1%,-10.9%,-5.3%,12.1%,1.6%
CN(C)C(=O)c1c(NC(=O)c2ccco2)sc2c1CCCCC2,10.1%,29.5,1.8%,20.4%,?,10.5%,0.2%,-0.5%,-0.2%,33.8%,3.1%
O=C(COc1ccc2ccccc2c1)NNC(=O)C(=O)Nc1ccccc1,-3.3%,-8.8,-4.7%,2.4%,-4.5%,-24.3%,-13.5%,0.3%,-2.7%,8.1%,5.4%
COc1ccc(CSc2ncn[nH]2)cc1[N+](=O)[O-],2.7%,10.9,-2.2%,12.6%,-1.0%,5.3%,12.5%,?,0.7%,27.5%,0.1%
Cc1ccc(S(=O)(=O)/N=C(/c2ccccc2)N(C)C)c(C)c1,0.7%,-6.7,0.1%,-3.8%,2.9%,2.1%,4.9%,1.3%,-0.7%,6.2%,2.2%
Clc1ccc(Oc2nc(N3CCOCC3)nc(N3CCOCC3)n2)cc1,.,-14.9,-6.4%,.,1.8%,3.4%,?,-3.2%,.,-1.2%,.
COc1ccc(C(=O)N(C)c2c(C)n(C)n(-c3ccccc3)c2=O)cc1OC,-0.5%,-21.5,-0.9%,-5.9%,-3.1%,19.3%,-0.7%,10.4%,10.7%,1.0%,-1.0%
COc1ccccc1S(=O)(=O)c1c(C)cc(C)[nH]c1=O,0.2%[1.84 µM],-19.9,.,1.3%,-13.1%,12.5%,-5.9%,-1.0%,-7.0%,-1.8%,3.3%
NC(=S)Nc1ccc2c(c1)OCO2,-4.6%,-2.1,-0.1%,-3.0%,-1.9%,0.0%,-2.0%,10.7%,-3.3%,-5.2%,-0.9%
Cc1cc(NS(=O)(=O)c2ccc(NC(=O)c3cnc4scc(C)n4c3=O)cc2)nc(C)n1,-2.2%,12.1,-21.1%,-12.4%,-2.1%,-14.6%,?,-8.9%,0.4%,15.2%,8.1%
Cc1ccc(C(=O)NCCCNC(=O)COc2ccc(Cl)c(C)c2)cn1,-2.8%,1.9,.,-2.7%,2.8%,-24.4%,.,.,0.5%,.,0.0%
Oc1ccc2[nH]cnc2c1CN1CCCCC1,-1.5%,-10.0,-11.0%,1.9%,2.8%,2.3%,-2.5%,.,3.7%,-38.1%[0.365 µM],-6.1%
CCCCCCOC(=O)c1ccccc1NC(=O)/C=C/C(=O)O,0.9%,-8.3,-0.7%,-5.3%,-19.0%,-31.5%,5.1%,-3.3%,-4.6%,?,1.4%
Cc1ccc(C(=O)NCCN2CCOCC2)cc1Cl,18.0%,7.3,-14.5%,3.0%,1.3%,26.2%,7.1%,-1.9%,0.6%,43.1%,-1.2%
Cc1c(NC(=O)C(C)n2cc([N+](=O)[O-])cn2)c(=O)n(-c2ccccc2)n1C (configuration not stated),-0.3%,-9.9,-2.0%,-3.3%,-2.4%,-27.5%,-15.2%,5.1%,0.2%,-0.4%,0.0%
O=C(Nc1ccc(S(=O)(=O)N2CCOCC2)cc1)c1ccc([N+](=O)[O-])o1,-41.6%[inhibitor],-83.0*,-0.1%,-16.5%,-2.5%,-107.3%[inhibitor],.,?,-1.1%,-11.2%,-0.6%
Brc1ccc(CNCC2CCCO2)cc1 (configuration not stated),3.5%,-23.5,-0.2%,10.5%,-0.4%,-4.7%,0.9%,6.8%,0.3%,0.4%,-1.7%
CCC1(c2ccc(Cl)cc2)NC(=S)N(c2ccc(C)c(C)c2)N1 (configuration not stated),2.8%,18.1,6.3%,5.0%,-15.4%,-37.5%,.,-5.2%,13.1%,?,-4.9%
CSc1sc(C)cc1C1C(C#N)=C(N)N(c2cccnc2)C2=C1C(=O)CC(C)(C)C2 (configuration not stated),22.5%,18.2,9.4%,-5.7%,3.5%,-0.8%,-7.7%,-4.7%,-2.5%,19.8%,1.6%
COC(=O)C(C(=O)OC)=C(/C=C/C=C/N(C)C)N(C)C,2.7%,-0.7,8.8%,0.1%,2.3%,-1.0%,?,-0.4%,2.1%,10.0%,2.9%
O=C(COc1cccnc1[N+](=O)[O-])Nc1ccc(S(=O)(=O)N2CCOCC2)cc1,-2.4%,-11.0,-0.1%,0.0%,-2.1%,1.3%,5.1%,-11.0%,-3.0%,18.5%,5.4%
CC(=O)N1c2ccc(Cl)cc2C2C=CCC2C1c1cccc2ccccc12 (configuration not stated),0.0%,13.6,10.7%,-15.5%,8.8%,-95.5%,5.0%,22.4µM*,-8.1%,?,-4.8%
COc1ccc(C)cc1NC(=O)CN1CCN(S(=O)(=O)c2ccc(Cl)cc2)CC1,2.0%,-4.7,20.5%,-17.7%,5.0%,-10.8%,-23.8%,.,-2.7%,16.2%[0.365 µM],-10.1%
O=C(NCCCN1CCCC1)c1cccc(N2CCCC2=O)c1,1.0%,2.8,6.3%,-5.7%,0.7%,-20.8%,?,-6.2%,-2.0%,-57.7%,1.2%
CCCCN(C(=O)CSc1nnc(Nc2ccc(C)c(C)c2)s1)c1c(N)n(Cc2ccccc2)c(=O)[nH]c1=O,3.0%,-21.3,-1.8%,13.5%,1.07µM*,?,.,-11.9%,15.0%,-2.4%,5.5%

# Of the compounds above, 3 have an aryl thioether with sulfur outside any ring.
SMILES,Rab9 promoter act,Giardia killer,PKM2 act,p53 reactivation,FLuc counter,BRCA1 expr act,Menin MLL FP TR,Gal4-VP16 FLuc,NPC1 promoter act,RORgamma inh,ELG1 genotoxic
COc1ccc(CSc2ncn[nH]2)cc1[N+](=O)[O-],2.7%,10.9,-2.2%,12.6%,-1.0%,5.3%,12.5%,?,0.7%,27.5%,0.1%
CSc1sc(C)cc1C1C(C#N)=C(N)N(c2cccnc2)C2=C1C(=O)CC(C)(C)C2 (configuration not stated),22.5%,18.2,9.4%,-5.7%,3.5%,-0.8%,-7.7%,-4.7%,-2.5%,19.8%,1.6%
CCCCN(C(=O)CSc1nnc(Nc2ccc(C)c(C)c2)s1)c1c(N)n(Cc2ccccc2)c(=O)[nH]c1=O,3.0%,-21.3,-1.8%,13.5%,1.07µM*,?,.,-11.9%,15.0%,-2.4%,5.5%

# Next part.
SMILES,Rab9 promoter act,Giardia killer,PKM2 act,p53 reactivation,FLuc counter,BRCA1 expr act,Menin MLL FP TR,Gal4-VP16 FLuc,NPC1 promoter act,RORgamma inh,ELG1 genotoxic
CC1=C(C(=O)NC2CCC(C)CC2)C2(CCC(C)CC2)OC1=O (configuration not stated),-5.2%,-4.0,4.8%,-4.9%,0.1%,-4.9%,-3.0%,-2.3%,-0.8%,-5.7%,-2.1%
Cc1cc(NC(=O)CCc2ccc(-c3ccccc3)o2)no1,5.2%,-6.7,-3.4%,-1.6%,0.6%,-20.3%,9.8%,-13.5%,1.7%,8.0%,-7.9%
O=C(Cc1nnc(NC(=O)c2ccccc2)s1)N/N=C/c1ccco1,1.1%,-7.1,0.9%,-0.9%,0.4%,-34.5%,?,7.6%,-0.2%,-11.5%[10 µM],-0.8%
CCN(C(=O)c1cnc(NC(C)C)cc1C(F)(F)F)c1ccc(Cl)cc1Cl,0.5%,7.4,-2.7%,-2.4%,2.1%,0.0%,.,11.1%,-2.7%,-0.8%,-11.6%
Cc1ccc(OCC(=O)NNC(=O)CSc2ncc(C#N)c(N)n2)cc1,-13.8%,-14.2,0.2%,-1.0%,-15.2%,-25.9%,3.3%,?,-5.4%,0.708µM*,0.1%
Cc1cc(C)c2c(N)c(C(=O)c3ccccc3)oc2n1,.,4.0,-10.4%,.,23.9µM*,12.1%,-0.1%,-3.9%,.,-0.2%,.
O=C(NC(=S)Nc1ccccc1[N+](=O)[O-])c1ccco1,18.2%,9.1,-1.9%,22.2%,?,45.0%,1.0%,?,7.5%,7.94µM*,28.9%
CCC/C(O)=C1\C(=O)CC(c2ccccc2)CC1=NC (configuration not stated),.,9.9,?,.,2.8%,-5.6%,0.8%,?,.,0.0%,.
CCc1noc(C)c1C(=O)N1CCN(c2cccc(C)c2C)CC1,-3.4%,7.6,.,-2.3%,-1.6%,-8.7%,.,.,-0.2%,.,-5.1%
O=C(c1cccc(S(=O)(=O)N2CCN(c3ccccc3)CC2)c1)N1CCCC(C(F)(F)F)C1 (configuration not stated),-19.5%,13.4,.,-1.6%,5.7%,-25.6%,.,.,-18.3%,.,-2.1%
COc1ccc(OC)c(NC(=S)N(CCc2c(C)[nH]c3ccc(C)cc23)Cc2cccs2)c1,-2.2%,-11.1,1.0%,7.8%,3.3%,-22.0%,9.6%,17.2%,-9.2%,10µM*,-1.2%
